LDHA block – blocks human lactate dehydrogenase A; P00338; purified LDHA, NADH/diaphorase-resazurin fluorescence; hits give low values; activity change, % (values are at about 110 or 230 µM); actives 0.15% (n = 480,000); in the data active = activity change below about -30%; inconclusive = mostly about -25% to -30%;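 also: plate controls were DMSO wells for no effect and wells without enzyme for full effect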
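Resorufin fluorescence (ex540/em590), read at 0 and 20 min after diaphorase/resazurin addition, reports the NADH left after a 5 min room-temperature reaction of 2 nM human LDH5 with 0.06 mM NADH and 0.2 mM pyruvate.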
RXFP1 ag – activates the human relaxin receptor RXFP1; Potency, µM (titrated, usually from 57.5 µM), for inactives: at the highest dose activation, usual class: activators; AID 2676; Q9HBX9; HEK293T-RXFP1 cAMP TR-FRET, 30 min; response scale: percent of porcine relaxin response, buffer zero; actives 0.3% (n = 370,000); also: potency is read from the fitted curve at half-maximal effect; % is scaled to controls: 0 for no effect and ±100 for the full control effect; nearly all actives have a fitted effect of over 60% in size; many of its hits are not listed in these tables
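HEK293 cells stably expressing RXFP1, treated 30 min at 37C with compounds plus PDE4 inhibitor Ro 20174; cAMP measured by HTRF TR-FRET. Normalized to buffer and 29 nM porcine relaxin; EC50 by Hill fit.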
Vif-APOBEC3G blk – blocks the Vif interaction with human APOBEC3G; Q9HC16; HeLa A3G-eYFP + Vif (tagged APOBEC3G with the HIV-1 protein that degrades it), YFP fluorescence, overnight; Potency, µM (series often up to 46.1 µM), without a hit: at the highest dose activity, negative = active, usual class: inhibitors; actives 0.076% (n = 410,000); AID 602310;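 also: potency is read from the fitted curve at half-maximal effect; % is scaled to controls: 0 for no effect and ±100 for the full control effect; nearly all actives have a fitted effect of over 60% in size; hits raise eYFP signal because A3G escapes Vif-driven loss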
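HeLa cells stably expressing Vif and C-terminally eYFP-tagged A3G, seeded overnight at 37 deg C, then exposed to compound by pintool overnight at 37 deg C. Rise in yellow fluorescence (Ex 488/Em 500-530, Acumen) marks blocked Vif-driven A3G degradation.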
D1 antagonist – antagonists of human D1 dopamine receptor. HEK293 TREx D1 cells, calcium flux, dopamine EC80; hits give low values. P21728. activity change, negative = inhibition, % at 10 µM. AID 504652. actives 3.2% (n = 360,000); in the data active = activity change below about -30%; also: % is scaled to controls: 0 for no effect and ±100 for the full control effect
Target sequence (P21728 whole entry, looked up): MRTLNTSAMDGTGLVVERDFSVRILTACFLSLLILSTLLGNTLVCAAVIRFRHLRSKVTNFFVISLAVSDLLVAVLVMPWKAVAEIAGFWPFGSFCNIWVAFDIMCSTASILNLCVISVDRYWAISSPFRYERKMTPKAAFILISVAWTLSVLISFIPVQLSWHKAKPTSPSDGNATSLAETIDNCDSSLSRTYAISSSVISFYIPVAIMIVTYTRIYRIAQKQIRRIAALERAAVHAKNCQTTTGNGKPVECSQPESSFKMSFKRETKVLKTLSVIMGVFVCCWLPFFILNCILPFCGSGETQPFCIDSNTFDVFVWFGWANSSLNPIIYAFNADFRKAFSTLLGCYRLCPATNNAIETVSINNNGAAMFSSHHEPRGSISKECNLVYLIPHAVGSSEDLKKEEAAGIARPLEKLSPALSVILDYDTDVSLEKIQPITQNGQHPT
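Cells carrying a force-coupled, tetracycline-inducible human D1 receptor report calcium flux. Each well gets a 10 s baseline, compound with 180 s monitoring, then an EC80 dopamine stimulus with a second 180 s kinetic read.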
D1 potentiator – human D1 dopamine receptor positive modulation; HEK293 TREx D1 cells, calcium flux, dopamine EC20 potentiation; AID 504651; actives 0.036% (n = 360,000); potentiation, % at 10 µM; in the data active = potentiation above about 30%; also: 0% is about no effect
Vif-A3F inh – inhibitors of Vif-A3F interaction; Potency, µM (highest dose often 46.1 µM), without a hit: top-dose activity, negative = active; AID 602313; HeLa A3F-eYFP + Vif (tagged APOBEC3F with the HIV-1 protein that degrades it), YFP fluorescence increase; actives 0.2% (n = 390,000); also: potency is read from the fitted curve at half-maximal effect; % of control where 0% means no effect; nearly all actives have a fitted effect of over 65% in size
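HeLa cells stably expressing Vif plus C-terminally eYFP-tagged A3F were seeded, incubated overnight at 37 deg C, dosed with compound, incubated overnight again at 37 deg C. Yellow fluorescence (Ex 488/Em 500-530) reported blocked Vif-mediated A3F-eYFP degradation.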
D1 ag – activates the human D1 dopamine receptor; activation, % at 2 µM; actives 1% (n = 360,000); P21728; AID 504660; HEK293 T-REx D1 cells, calcium flux, agonist mode; in the data active = activation above about 30%; also: 0% is about no effect
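Tetracycline-induced HEK293 TREx D1 cells, force-coupled to calcium signalling, were dye-loaded with a no-wash calcium kit. Compound was pin-added after a 10 s baseline. Fluorescence was read kinetically at 1 cycle/s for 180 s, with calcium rises flagged as agonism.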
D2 potentiator – positive allosteric modulators of human D2 dopamine receptor; P14416; HEK293 T-REx D2, calcium flux, EC20 dopamine potentiation; potentiation, % at 10 µM; actives 0.34% (n = 340,000);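 active = potentiation over 3 SD above the plate norm, cut at about 30% in these data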; also: 0% is about no effect
Target sequence (P14416 whole entry, looked up): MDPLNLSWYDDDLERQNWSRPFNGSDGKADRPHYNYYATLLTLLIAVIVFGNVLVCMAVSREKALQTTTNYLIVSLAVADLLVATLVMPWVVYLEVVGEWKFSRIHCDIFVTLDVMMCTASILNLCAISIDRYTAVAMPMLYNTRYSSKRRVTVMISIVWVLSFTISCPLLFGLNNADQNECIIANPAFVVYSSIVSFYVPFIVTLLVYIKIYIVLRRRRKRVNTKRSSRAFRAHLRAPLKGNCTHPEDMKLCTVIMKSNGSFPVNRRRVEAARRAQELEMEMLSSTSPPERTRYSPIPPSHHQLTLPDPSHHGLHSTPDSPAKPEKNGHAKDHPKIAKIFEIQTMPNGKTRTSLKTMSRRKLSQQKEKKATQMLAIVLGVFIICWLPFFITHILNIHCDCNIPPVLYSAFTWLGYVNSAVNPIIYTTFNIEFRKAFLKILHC
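Using a no-wash calcium dye in inducible, force-coupled HEK293 Trex cells expressing D2, we tracked fluorescence each second for 180 s after compound, then for 180 s after EC20 dopamine to detect augmented signalling.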
Glioma ERSR ind – induces the endoplasmic reticulum stress response in human glioma cells. U87-MG GRP78 promoter luciferase reporter, 16 h. actives 0.02% (n = 420,000). Potency, µM, for inactives: at the highest dose activation, usual class: activators; also: potency is read from the fitted curve at half-maximal effect; series mostly up to about 76 µM; % of control where 0% means no effect; nearly all actives have a fitted effect of over 35% in size
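ERSR induction read as luciferase luminescence (Bright-Glo, 10 min at room temperature) in stably transfected human U87-MG glioma cells exposed to compounds for 16 h, using GRP78 as sensor.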
The depositor's hits bear a star; u = inconclusive; x = no result given; & = joins results of further samples; ! = not active in a repeat. Unless noted, calls follow the shape of the dose curve; as a rule, active = well fitted curve in the direction sought with a large enough effect; inconclusive = small, poorly fitted or top-dose-only effect, or another doubt; inactive = no such curve, though single readings can be large; an effect the other way counts as inactive or inconclusive.

Molecule	LDHA block	RXFP1 ag	Vif-APOBEC3G blk	D1 antagonist	D1 potentiator	Vif-A3F inh	D1 ag	D2 potentiator	Glioma ERSR ind
CC(=O)N1CCN(c2nc3ccc([N+](=O)[O-])cc3s2)CC1	-8	5.0%	2%	-17	-11	0%	9	9	1%
Cc1nn(CCC(=O)O)c2nc(-c3cccnc3)cc(C(F)(F)F)c12	-2	5.2%	0%	4	2	-20%	0	-2	-1%
O=C(C(=O)c1ccc(O)c(O)c1)c1ccc(O)c(O)c1	0	x	0%	x	x	-10%	x	x	-1%
COc1cc(/C=C/C(=O)OCC(=O)c2ccccc2)cc(OC)c1OC	-1	x	-6%	x	x	7%	x	x	19%
COc1ccc(-c2c(C#Cc3ccc(N(C)C)cc3)c3ccccc3n2C)cc1	9	x	-4%	x	x	-4%	x	x	-6%
CCC1CCCCN1CCCNC(=O)c1cn(CC)c2ccc(S(=O)(=O)N(C)C3CCCCC3)cc2c1=O (stereo not drawn)	0&0	-0.1%&2.4%	1%&3%	-38*!	-4&5	8%&1%	0&-1	-5&-7	-6%&-2%
CN(c1ccc(OCC(=O)Nc2nc(-c3ccccc3)cs2)cc1)S(=O)(=O)c1ccc(F)cc1	-8	0.6%	3%	-19	-3	-2%	4	-8	-2%
Cc1nn(Cc2ccccc2)c(C)c1N	7	2.5%	2%	-14	3	-2%	3	-5	1%
COc1ccc(C(=O)N2CCN(c3nc(C4CC4)nc4sc(C)c(C)c34)CC2)cc1	-1	2.3%	2%	2	x	11%	5	4	-2%
Cc1cc(C)cc(NC(=O)CSc2nc(=O)n(CCCN3CCOCC3)c3c2CCCC3)c1	-9	0.0%	1%	-6	0	-1%	1	-5	-3%
NS(=O)(=O)c1cc2c(cc1Cl)NCNS2(=O)=O	-5&4	2.2%	1%&4%	-14	0	-2%	1	-6	-2%&-2%&-3%&-5%&-5%
C=CCOc1ccc(CNC(C)(C)CO)cc1OCC	-6	-1.0%	1%	0	-1	-6%	10	x	-3%
NS(=O)(=O)c1ccc(CCNC(=S)NC2CCCCC2)cc1	-6	5.0%	1%	-8	4	-21%	3	-4	0%
COc1ccc(C(=O)Cn2c(=O)c(-c3cc(C)ccc3NC(C)=O)nc3ccccc32)cc1	-3	-7.0%	4%	-5	-2	0%	1	2	-5%
CCOC(=O)c1cc(-c2ccccc2)sc1NC(=O)C(C)N1C(=O)c2ccccc2C1=O (stereo not drawn)	-4	1.5%	0%	-1	-2	1%	6	-3	-7%
Cc1ccc(-c2nc3ccccc3[nH]2)cc1NC(=O)COc1ccccc1[N+](=O)[O-]	-10	-0.7%	-6%	5	-4	-6%	-1	-5	-8%
CCC(C)N(C(=O)COC(=O)CSc1ccc(C)c(C)c1)C1CCS(=O)(=O)C1 (stereo not drawn)	-6	0.8%	1%	14	-3	-15%	2	-11	-3%
COc1cccc(OCc2cc(C(=O)N3CCN(C(=O)c4ccco4)CC3)no2)c1	-2	-2.8%	0%	9	-6	1%	3	0	8%
CCc1ccc(NC(=O)C2CCN(S(=O)(=O)c3c(C)noc3C)CC2)cc1	-2&-1	-4.9%&4.3%	6%&3%	-13&-10	-4&-3	2%&0%	0&3	-12&4	-8%&-1%
COc1ccc(-c2nc3ccccc3n2OC(C)C(=O)O)cc1 (stereo not drawn)	-10	-0.6%	1%	0	10	7%	0	4	2%
Cc1cc([N+](=O)[O-])ccc1NC(=O)Nc1ccc(F)cc1F	-5	1.0%	6%	x	-9	-8%	13	8	1%
O=C(CSc1nc2ccccc2[nH]1)Nc1nc(-c2ccccc2)c(-c2ccccc2)o1	4	2.9%	0%	-15	-8	-4%	0	11	1%
CCN1CCN(C(=O)c2cc(-c3cccnc3)nc3ccc(Br)cc23)CC1	0	10%	0%	11	-6	-3%	1	-1	-3%
CCN(CC(=O)Nc1c(F)cccc1F)C(=O)CN1C(=O)NC2(CCCC2)C1=O	-4	1.6%	5%	0	0	-1%	0	-4	-1%
COc1cccc(/C=C2\Oc3cc(OCC(=O)N4CCCCC4)ccc3C2=O)c1OC	-2	0.4%	1%	0	-7	-8%	2	7	1%
COc1ccc(-c2cc(C(F)(F)F)n3nc(C(=O)Nc4cccc(Cl)c4C)cc3n2)cc1	-2	0.8%	4%	-8	-4	3%	0	16	-2%
COc1ccc(N2CSC(=S)N(c3ccc(OC)cc3)C2)cc1	6	x	-5%	x	x	-30%	x	x	0%
CCc1[nH]nc(C(=O)N2CCCC(CO)(Cc3ccc(F)cc3F)C2)c1C (stereo not drawn)	-2	-3.7%	6%	4	2	3%	1	-4	3%
O=C(Cc1ccc(Br)cc1)OCC(=O)N1CCc2ccccc2C1	-2	-0.4%	4%	12	-11	-3%	4	20	-5%
CCOC(=O)C(=CNc1cc(OC)ccc1-n1cccc1)C(=O)OCC	0	-1.3%	-11%	-20	0	0%	7	4	0%
Cc1cc(O)c(Oc2cc(C)cc(O)c2O)c(O)c1	18	-2.2%	u	-18	0	-24%	2	16	4%
CCN(c1ccc(NC(=O)COC(=O)c2cc3ccccc3oc2=O)cc1)C(C)C	22&4	-0.1%	3%	-12	-4	8%	1	4	-4%
COc1ccccc1NC(=O)N1CCN(CCc2ccccc2)CC1	-6	-0.2%	-1%	-8	-3	16%	2	-3	0%
CC(C)c1ccc(NS(=O)(=O)c2cccc3cccnc23)cc1	-1	1.2%	1%	1	-2	3%	6	-4	-3%
O=C(NCc1ccccc1Cl)C1CCCN(C(=O)c2cnn(-c3ccc(F)cc3)c2-n2cccc2)C1 (stereo not drawn)	0	-1.9%	1%	-4	-2	1%	2	4	-3%
CCCCNC(=O)c1ccccc1Cl	-2	0.3%	0%	20	10	-3%	3	-10	1%
Cc1ccc(C)c(NS(=O)(=O)c2csc(C(N)=O)c2)c1	-18	-0.5%	0%	-19	6	-7%	8	-3	-3%
COCCCNC(=O)CSc1nc2c(sc3ccccc32)c(=O)n1CCc1ccc(OC)c(OC)c1	1	5.1%	1%	-10	-1	-3%	-1	-6	-2%
COc1ccc(N2CCN(c3cc(=O)n(Cc4ccc(F)cc4)c(=O)[nH]3)CC2)cc1	-4	-2.1%	-7%	-20	-3	-11%	2	3	-5%
NC(=S)Nc1ccc2cn[nH]c2c1	-4	-0.4%	-5%	-1	1	12%	6	6	-1%
O=C(CNC(=O)c1ccccc1)OC(Cc1ccccc1)C(=O)Nc1cc(C(F)(F)F)ccc1Cl (stereo not drawn)	0	x	x	-6	-3	x	3	x	x
CCC1(C)Cc2ccccc2-c2nc(NCCCO)[nH]c(=O)c21 (stereo not drawn)	-20	3.2%	1%	29	-4	-3%	1	-30	-3%
CC(NC(=O)c1c2c(nc3ccccc13)C(=O)N(C1CCCCC1)C2)c1ccccc1 (stereo not drawn)	-1	0.2%	-6%	8	-3	-5%	2	10	-3%
Cc1noc(C)c1NC(=O)N(C)C[C@H]1Oc2ccc(NS(=O)(=O)c3ccc(F)cc3)cc2C(=O)N([C@H](C)CO)C[C@@H]1C	1	x	-7%	x	x	-1%	x	x	-2%
COc1ccc(-c2cc(Cl)cc3c(=O)c4ccccc4n(C)c23)cc1F	-10	4.1%	-6%	0	-2	-6%	4	-5	-4%
O=C(CSc1nc2ncc(Br)cc2[nH]1)Nc1ccc2c(c1)OCO2	-4	0.6%	-7%	-6	-1	-7%	4	-1	-1%
CC(=O)N1CCN(c2ccc(NC(=O)c3ccc4c(c3)OCO4)cc2)CC1	11	0.9%	0%	4	-1	3%	3	0	-8%
O=C(c1ccco1)N(Cc1cccc(F)c1)C1CCS(=O)(=O)C1 (stereo not drawn)	-4	-3.6%	4%	-5	-1	-4%	1	-2	-4%
O=C(O)C1=C(OCc2ccccc2)C(=O)NCC1	-7	-3.4%	0%	-5	-4	-4%	1	-3	-2%
CC(=O)N(CC1CCCO1)c1nnc(-c2cnccn2)s1 (stereo not drawn)	-2	5.0%	4%	-3	5	-7%	0	4	-2%
Cc1cc(C)cc(SCc2noc(C(=O)NCCN(C)C)c2C(=O)NCCN(C)C)c1	-8	x	5%	x	x	-5%	x	x	-2%
CC(CNc1ccc(Cl)cc1)(CNc1ccc(Cl)cc1)[N+](=O)[O-]	-5	x	-27%	x	x	-3%	x	x	-1%
COc1cc(C(C(=O)NC2CCCCC2)N(CCN2CCOCC2)C(=O)C2COc3ccccc3O2)cc(OC)c1OC (stereo not drawn)	-3	1.7%	0%	-11	-5	7%	1	11	-6%
CCOc1ccc(NC(=O)CN(C)C(=O)c2cc(-c3ccncc3)nc3ccccc23)cc1OCC	2	-0.3%	-8%	-8	-4	6%	1	-4	-3%
O=c1cc(CSc2ccc(S(=O)(=O)N3CCCCC3)cn2)nc2sccn12	-2	7.2%	-11%	29	-3	-2%	3	33*	-2%
CC1=Nn2c(nnc2-c2ccc(F)cc2)SC1	-1	0.1%	1%	2	-6	4%	1	5	-5%
CC1=C(/C=C/C(C)=C/C=C/C(C)=C/C(=O)O)C(C)(C)CCC1	-6	1.5%	3%	-5	-3	-7%	0	9	0%&1%&3%&-3%&-1%
CCOc1cc(/C=C2\N=C(SCC)SC2=O)cc([N+](=O)[O-])c1OC(C)=O	9	-2.1%	0%	-10	0	9%	2	-10	0%
CCc1ccccc1N1C[C@@]23C=C[C@@H](O2)C(C(=O)OCC(C)C)[C@H]3C1=O (stereo partly drawn)	-6	0.8%	4%	5	-3	-6%	1	-3	-1%

Screening data: PubChem BioAssay, National Center for Advancing Translational Sciences (NCATS)

Some of the compounds tested. The share of hits here may be higher or lower than overall.
